Compound activity: PubChem BioAssay, National Center for Advancing Translational Sciences (NCATS)
Mito fusion yeast = mitochondrial division inhibition or fusion activation | S. cerevisiae fusion-defective mutant growth rescue, CellTiterGlo 48 h | 320,000 compounds, 0.23% hits | Potency, µM (top dose mostly 46.1 µM), without a hit: at the highest dose growth rescue (activation), hits mostly activators;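 further: potency means the concentration at half of the fitted maximal effect; % of control where 0% means no effect; nearly all actives have a fitted effect of over 45% in size; temperature-sensitive fusion mutants such as fzo1-1 at 37 °C on non-fermentable ethanol glycerol medium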
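S. cerevisiae fusion-defective temperature-sensitive mutants (e.g. fzo1-1, mgm1-5) grown 48 h at 37C in YPEG (ethanol/glycerol non-fermentable) medium with 23 nl compound per well; growth rescue read as CellTiterGlo luminescence.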
TSHR antag = antagonists of human thyroid stimulating hormone receptor | activity change, negative = inhibition, % at 11.5 µM | AID 504810 | TSHR-expressing cells, TSH-stimulated cAMP HTRF, 2 h; hits give low values | 330,000 compounds, 0.2% hits;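 active means activity change below a set negative limit, meaning inhibition stronger than a set level, cut at about -70% in these data; inconclusive means activity change between two set negative limits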; further: on the % scale 0 is the no-effect control and ±100 the full control effect
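Competitive HTRF cAMP read-out (cryptate anti-cAMP antibody, cAMP-d2; 30 min, room temperature) in freshly harvested TSHR cells. Compounds added before TSH at EC80 (4nM final), followed by 2 hours' incubation at 37 deg C.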
TCR act = activators of T cell receptors; AID 504894; 330,000 tested, under 10 active; Potency, µM (highest dose often 9.22 µM), for inactives: at the top dose activation of IL-2 secretion, actives largely listed as activators; primary human leukocytes, anti-CD3, IL-2 HTRF, 48 h; further: % of control where 0% means no effect
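48 hr co-incubation of compounds, a-CD3 beads and primary human leukocytes; IL-2 quantified homogeneously by HTRF with anti-IL-2 K and d2 conjugates.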
Eya2 phos inh = blocks the phosphatase activity of human Eya2. 330,000 compounds, 0.006% hits. Potency, µM (highest dose often 76.9 µM), for inactives: top-dose activity, negative = inhibition, hits mostly inhibitors. recombinant Eya2, OMFP fluorescence dephosphorylation (OMFP is methylfluorescein phosphate); further: potency means the concentration at half of the fitted maximal effect; on the % scale 0 is the no-effect control and ±100 the full control effect
Target sequence (O00167 whole entry, looked up): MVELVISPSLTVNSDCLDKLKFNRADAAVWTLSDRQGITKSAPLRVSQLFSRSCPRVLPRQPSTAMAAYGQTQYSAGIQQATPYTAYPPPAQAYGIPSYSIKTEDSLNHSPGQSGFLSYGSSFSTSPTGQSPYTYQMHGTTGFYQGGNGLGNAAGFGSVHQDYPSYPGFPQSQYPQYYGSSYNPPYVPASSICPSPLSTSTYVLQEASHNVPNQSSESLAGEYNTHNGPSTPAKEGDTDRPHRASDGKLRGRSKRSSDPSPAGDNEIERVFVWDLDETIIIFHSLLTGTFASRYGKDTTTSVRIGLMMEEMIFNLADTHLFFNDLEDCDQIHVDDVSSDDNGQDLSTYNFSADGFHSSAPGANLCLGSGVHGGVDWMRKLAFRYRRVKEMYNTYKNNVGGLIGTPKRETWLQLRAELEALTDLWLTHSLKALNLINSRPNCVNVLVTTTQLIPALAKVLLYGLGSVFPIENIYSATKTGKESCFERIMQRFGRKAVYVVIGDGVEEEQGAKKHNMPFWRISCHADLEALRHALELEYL
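Eya2 (0.2 uM) preincubated 10 min at ambient with compound, then OMFP substrate added at 50 uM; 10 min reaction in 50 mM HEPES pH 7.5, 50 mM NaCl, 5 uM MgCl2, 0.05% BSA, 1 mM DTT. Fluorescence read at Ex 485/Em 525 nm.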
KCNH2 3.1 block = KCNH2 3.1 (human) potassium channel inhibition; U2OS KCNH2 3.1, thallium flux FluxOr; hits give low values; activity change, % (tested at about 1.8 µM); 340,000 compounds, 0.95% hits; AID 720553;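 active means maximum activity change below -70%; inconclusive means maximum activity change from -70% to -50%; inactive means maximum activity change above -50%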;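 further: thallium influx rate constant from kinetic fluorescence after stimulation buffer; on the % scale 0 is the no-effect control and ±100 the full control effect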
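Channel expression came from 3.1 mutant virus (1.77 x 10^8 /mL) applied to suspended U2OS cells for 4 h. Flux was tracked with FluxOr dye plus Red40 quencher, and kinetic rate constants normalized to controls.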
ELG1 repair inh = inhibitors of ELG1-dependent DNA repair in HEK293T cells; AID 504467; Potency, µM (highest dose often 46.1 µM), inactives show at the highest dose activity change, negative = inhibition, hits mostly inhibitors; HEK293T ELG1-luciferase reporter, luminescence, 16 h; DNA damage induced by 5-fluorouridine; 330,000 compounds, 2.3% hits; further: potency means the concentration at half of the fitted maximal effect; on the % scale 0 is the no-effect control and ±100 the full control effect; nearly all actives have a fitted effect of over 55% in size
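Reporter activity after DNA damage by 5-fluorouridine is monitored. Compound-treated cells incubate 16 hr at 37 °C, then ONE-Glo is added for 30 min before luminescence reading.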
TRPV1 ag = human TRPV1 agonism; Q8NER1; TRPV1-expressing cells, Fluo-8 calcium influx, agonist mode; activation, % at 8.33 µM; 320,000 compounds, 0.19% hits; AID 540275; in the data active means activation above about 80%; inconclusive means between about 30% and that limit; further: 0% is about no effect
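Cells expressing TRPV1 were dye-loaded with Fluo-8 and read kinetically: 10 s baseline, 3 min after compound (agonist portion), then 2 min after EC20 capsaicin (allosteric enhancer portion). Calcium-bound dye fluorescence at 480/520 nm.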
A-T KAP1 phos = potential ataxia-telangiectasia treatment. […] A-T fibroblasts, KAP-1 phosphorylation AlphaLISA; neocarzinostatin DNA damage 30 min before lysis. Potency, µM (titrated, usually from 57.5 µM), for the others: top-dose activation, usual class: activators. 320,000 compounds, 0.19% hits; further: potency means the concentration at half of the fitted maximal effect; % of control where 0% means no effect; nearly all actives have a fitted effect of over 45% in size
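ATM-like activity read as KAP-1 phosphorylation via AlphaLISA donor/acceptor antibody pairs after lysis and 6 hr at 25C. Cells were ATM-null patient fibroblasts ([…], hTERT), dosed 60 min, then exposed to the DSB inducer NCS for 30 min.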
hERG WT inh = KCNH2 (human, wildtype) channel inhibition; Q12809; U2OS, BacMam KCNH2, thallium flux FluxOr; hits give low values; AID 720551; activity change, % at 1.84 µM; 340,000 compounds, 0.37% hits;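 active means maximum activity change below -70%; inconclusive means maximum activity change between -70% and -50%; inactive means maximum activity change above -50%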; further: on the % scale 0 is the no-effect control and ±100 the full control effect
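U2OS cells transduced with wild-type KCNH2 virus are loaded with FluxOr dye for 45 min, and thallium flux is measured in kinetic reads before and after stimulation buffer. Rate constants are normalized to DMSO controls.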
USP2a inh = inhibitors of human ubiquitin-specific protease USP2a; AID 463254; O75604; 330,000 compounds, 0.01% hits; USP2 core, Ub-CHOP2 coupled fluorogenic reporter, 485/531; Potency, µM (highest dose often 38.3 µM), without a hit: at the top dose activity change, negative = inhibition, most hits filed as inhibitors;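 further: potency means the concentration at half of the fitted maximal effect; plate controls were DMSO wells for no effect and full inhibition by NEM control for full effect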
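USP2 core (10nM final) preincubated 30min RT with compound in 20mM Tris-HCl pH 8.0, 2mM CaCl2, 2mM beta-mercaptoethanol, 0.05% CHAPS; 25nM Ub-CHOP2 plus 25nM reporter substrate added, fluorescence (Ex485/Em531) read after 60min.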
Numbers without * were called inactive; ? = inconclusive; . = no result given; [ ] = dose if it differs, or a comment. Unless noted, the call rests on the fitted dose curve; in most records, active means well fitted curve in the direction sought with a large enough effect; inconclusive means small, poorly fitted or top-dose-only effect, or another doubt; inactive means no such curve, though single readings can be large; an effect the other way counts as inactive or inconclusive.

SMILES	Mito fusion yeast	TSHR antag	TCR act	Eya2 phos inh	KCNH2 3.1 block	ELG1 repair inh	TRPV1 ag	A-T KAP1 phos	hERG WT inh	USP2a inh
CC12CC3CC(C)(C1)CC(C(=O)NC(=S)N1CCCCC1)(C3)C2	-0.4%	15.8	3.1%	-2.9%	-7.2	3.6%	?	-2.3%	-10.2	1.7%
O=C(CCCSc1nc2ccccc2[nH]1)NCc1ccccc1Cl	-0.5%	3.4	-1.5%[46.1 µM]	-3.7%	-2.2	-0.9%	15.9	0.0%	-8.3	0.6%
COc1ccc(OC)c(C2C(C(=O)Nc3cccnc3)=C(C)NC3=C2C(=O)CCC3)c1 (stereo not drawn)	-4.8%	0.0	0.7%	0.5%	13.0	?	-1.5	-3.9%	2.7	-1.0%
CCN1CCN(C(=O)CN(CC)S(=O)(=O)c2ccc(Cl)cc2)CC1	1.7%	.	.	.	11.2	.	3.0	.	-0.7	.
Cc1ccc(S(=O)(=O)N2CCN(c3ccc([N+](=O)[O-])c4cccnc34)CC2)cc1	12.6%	-12.7	2.9%[46.1 µM]	0.2%	-17.9	-1.3%	0.9	-4.3%	-2.6	-1.3%
C/C(CCC(=O)O)=N/Nc1ccc([N+](=O)[O-])cc1[N+](=O)[O-]	-14.9%	-14.4	1.8%[46.1 µM]	-6.1%	-12.1	-5.1%	0.0	-3.3%	9.8	-0.5%
CC1=Nc2ccc(C)cc2/C1=C/c1c(N)n2c(S(=O)(=O)C(C)C)nsc2nc1=O	4.1%	2.7	-0.5%	-0.2%	-9.0	4.1%	-4.7	-2.0%	-3.1	-0.6%
COC(=O)[C@H](C)N(Cc1ccc(Cl)c(Cl)c1)S(=O)(=O)CCN1CCCC1	.	-7.2	-1.9%[46.1 µM]	-31.5%	-1.8	-20.7%	.	3.7%[11.5 µM]	5.9	-1.9%
COc1ccc(CN2C(=O)c3cccnc3C2=O)cc1S(=O)(=O)N1CCOc2ccccc21	0.7%	30.6	-1.2%	4.8%	0.3	6.7%	3.0	-3.0%	-9.6	-1.8%
CCC(C)N(C(=O)CSc1nnc(-c2ccco2)n1C)C1CCS(=O)(=O)C1 (stereo not drawn)	-6.0%	0.0	5.5%	-10.0%	-11.8	-10.0%	0.2	0.8%	0.9	1.1%
O=C(CCN1CCCC1)Nc1ccccc1	-4.2%	-4.6	-8.9%	-0.5%	-8.7	4.0%	1.3	-1.2%	-9.8	3.2%
CCCCn1c(O)c(N=NC(=O)c2ccncc2)c2cc(Br)ccc21	0.5%	2.1	1.5%[46.1 µM]	12.1%	0.3	?	-2.8	-0.1%	4.7	-0.2%
Cc1cccc(C(=O)NCC(=O)OCc2nnc(-c3ccccc3)o2)c1	-5.7%	2.5	2.8%	1.7%	-6.1	?	0.5	1.2%	-2.6	1.5%
CC(=O)CSc1nc2c(c(=O)[nH]c(=O)n2C)n1CCCc1ccccc1	-0.4%	-0.5	4.5%	11.9%	5.9	-1.3%	-0.5	-14.9%	-1.5	-1.0%
COc1ccc(-c2cn[nH]c2C)cc1OC	-10.1%	8.8	5.0%	-3.7%	2.5	13.0%	1.8	4.7%	-8.4	2.1%
O=C(Nc1cc(Cl)ccc1Cl)c1ccc(-c2ccccc2)cc1	0.7%	-2.9	2.1%[46.1 µM]	0.3%	-25.0	29.4%	7.5	3.8%	-3.3	-2.6%
CCCN1C(=O)c2ccc(C(=O)Nc3ccc4c(c3)OCO4)cc2C1=O	-0.9%	-1.7	0.5%	1.9%	8.5	?	?	5.5%	-6.2	-1.1%
COc1cnn(-c2cccc(C)c2)c(=O)c1Cl	-3.1%	-2.1	2.5%	?	-1.1	?	-0.5	4.3%	8.7	-3.2%
O=[N+]([O-])c1ccc(N/N=C/c2cccc(O)c2O)c(S(=O)(=O)N2CCOCC2)c1	13.2%	-9.0	-0.5%	-3.4%	-2.0	?	0.8	-6.1%	-5.9	0.0%
CCCCN(C(=O)c1ccc(-c2ccc([N+](=O)[O-])cc2)o1)c1c(N)n(CCCC)c(=O)[nH]c1=O	-12.3%	-1.3	3.2%	11.4%	11.8	0.8%	-1.0	-9.6%	-3.2	0.2%
NC(=O)c1ccsc1NC(=O)CCc1ccccc1	9.1%	2.7	-2.0%	-1.2%	18.2	?	-6.7	-6.3%	7.4	-9.5%
Cc1cccc(CCNC(=O)c2cc(S(=O)(=O)N3CCCCC3)c[nH]2)c1	0.3%	-1.9	-1.8%	12.3%	-14.9	-8.7%	15.7	2.6%	2.2	0.8%
Cc1cc(NC(=O)c2cccs2)ncc1NC(=O)C(C)(C)C	-1.2%	-8.0	-4.5%	3.2%	26.7	?	-1.1	3.3%	6.1	-0.1%
CC(C)(C)NC(=O)NC(=O)COC(=O)CNC(=O)C1CCCCC1	-5.3%	-2.2	-4.5%	17.2%	-1.5	8.4%	-2.5	-1.5%	0.7	1.1%
O=C(c1ccc2ccccc2n1)N1CCN(S(=O)(=O)c2ccc(Cl)cc2)CC1	.	-1.1	2.8%	0.4%	-1.2	?	.	10.6%	4.0	0.1%
CC(=O)Nc1n[nH]c(-c2ccc(C)cc2)c1C	-0.3%	-4.6	-7.3%	-1.8%	-1.7	?	1.3	1.8%	-3.5	2.7%
COc1cc(C2C(C(C)=O)=C(O)C(=O)N2c2ccc(Br)cn2)ccc1O (stereo not drawn)	-2.6%	7.7	4.0%	7.3%	5.7	-8.5%	-0.6	6.4%	-4.9	1.6%
CCN(Cc1ccccc1)C(=O)CN1C(=O)c2ccccc2C1=O	9.8%	-3.0	1.7%	-5.3%	-0.6	2.4%	-2.2	8.8%	-5.9	4.6%
COC(=O)CCSc1cc(NCCOC(C)=O)c([N+](=O)[O-])c2nonc12	7.0%	-10.9	-3.5%[46.1 µM]	0.4%	-3.7	11.4%	-0.4	-7.3%	-8.0	4.1%
COc1ccc(OCCN(C)CC(=O)Nc2c(C)cccc2C)cc1	-0.2%	-6.0	6.0%	-24.9%	-8.7	-1.0%	6.4	22.7%	11.4	-1.8%
CCCCCSc1nc2c(c(=O)[nH]c(=O)n2C)n1CCc1ccccc1	10.1%	20.9	-1.5%	-22.9%	31.0	2.7%	?	-2.8%	0.9	-0.3%
O=C(CCc1nc2ccccc2[nH]1)Nc1ccc2c(c1)OCCO2	7.2%	25.3	-4.4%	5.0%	6.4	18.3%	-2.2	-4.4%	3.9	1.9%
CC(=O)N/C(=C\c1ccccc1)C(=O)OCC(=O)NC1CCS(=O)(=O)C1 (stereo not drawn)	-5.1%	9.4	-3.5%	-5.2%	-2.4	?	-0.5	2.9%	1.1	-0.2%
C/C(CC(=O)Nc1ccc(Cl)cc1C(F)(F)F)=N\NC(N)=S	-6.5%	-1.8	3.6%	-5.3%	-1.0	-3.2%	1.8	3.8%	1.4	0.1%
COc1ccc(CNC(=O)CNC(C)c2ccc(F)cc2)cc1 (stereo not drawn)	24.1%	6.9	12.6%	7.3%	-1.8	-13.3%	-0.3	-5.3%	-4.0	-1.3%
Cc1nc2ccc([N+](=O)[O-])cc2s1	-2.9%	3.2	-7.4%	6.4%	5.7	-6.8%	-2.9	2.6%	1.4	9.0%
CC(C)C[C@H](NC(=O)N1CCn2c1nc1ccccc12)C(=O)N1CCCCC1	31.4%	3.0	-1.9%	3.8%	-7.5	-6.3%	?	2.8%	-23.9	0.8%
COc1ccccc1Nc1nn2c(=O)c3ccc(C(=O)N4CCC(C)CC4)cc3nc2s1	30.3%	-4.3	3.9%	-1.2%	7.4	14.6µM*	-2.9	2.2%	7.7	-1.8%
O=C(c1ccc(F)cc1)C1CCN(C(=O)Nc2ccccc2Cl)CC1	15.4%	-4.6	-4.2%	-2.8%	2.1	-21.5%	19.4	-2.8%	-7.0	-0.2%
Cc1ccc(NC(=O)CSc2nnc(-c3ccccc3C)o2)cc1C	-7.5%	-9.8	-7.2%	-0.9%	4.2	?	1.1	3.3%	1.9	4.6%
COc1ccc(N(CC(=O)N/N=C/c2ccccc2OC)S(=O)(=O)c2ccccc2)cc1	1.6%	-0.3	1.6%	17.8%	-1.4	-14.1%	0.4	-8.8%	1.8	-8.3%
Cn1ccnc1SCC(=O)Nc1ccc2c(c1)OCO2	1.1%	9.8	-0.6%	8.9%	-4.2	?	-2.3	-6.3%	2.1	0.2%

2 consecutive records from above:
SMILES	Mito fusion yeast	TSHR antag	TCR act	Eya2 phos inh	KCNH2 3.1 block	ELG1 repair inh	TRPV1 ag	A-T KAP1 phos	hERG WT inh	USP2a inh
Cc1ccc(NC(=O)CSc2nnc(-c3ccccc3C)o2)cc1C	-7.5%	-9.8	-7.2%	-0.9%	4.2	?	1.1	3.3%	1.9	4.6%
COc1ccc(N(CC(=O)N/N=C/c2ccccc2OC)S(=O)(=O)c2ccccc2)cc1	1.6%	-0.3	1.6%	17.8%	-1.4	-14.1%	0.4	-8.8%	1.8	-8.3%

These rows are one share of the data (hit frequency here may not be typical).
